From PubChem
DDE Tn7 FP inh: DD(E)-Tn7 binding inhibition, primary FP screen | P02675 | FP displacement of FITC-Tn7 peptide from fibrin DD(E); 0% = median of compound wells per plate | inhibition, % at 8.3 µM | 0.13% of 370,000 active | AID 720508;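 active = inhibition above the mean of compounds falling within the control limits plus 3 SD of them, cut at about 14% in these data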;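 note: 0% = plate median of compound wells and 100% = 10 µM Aha-Tn7 peptide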
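Assay system: Human clot-derived fibrin DD(E) complex | Buffer or medium: Tris/NaCl/CaCl2 buffer, pH 7.8 | Repeats: One replicate per compound | Benchmarks: Aha-Tn7 high control | Measure: % inhibition scaled between sample-field median and high-control FP | Schedule: 10 min plus 3 h, room temperature | Signal: Fluorescence polarization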
PLC-beta3 inh: blocks human PLC-beta3 enzyme activity | inhibition, % at 12.2 µM | 0.18% of 370,000 active | Purified PLC-beta3, fluorogenic substrate, fluorescence; in the data active = inhibition above about 11%;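 note: 0% = median of compound wells on plate and 100% = full blocker control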
Target sequence (Q01970 whole entry, looked up): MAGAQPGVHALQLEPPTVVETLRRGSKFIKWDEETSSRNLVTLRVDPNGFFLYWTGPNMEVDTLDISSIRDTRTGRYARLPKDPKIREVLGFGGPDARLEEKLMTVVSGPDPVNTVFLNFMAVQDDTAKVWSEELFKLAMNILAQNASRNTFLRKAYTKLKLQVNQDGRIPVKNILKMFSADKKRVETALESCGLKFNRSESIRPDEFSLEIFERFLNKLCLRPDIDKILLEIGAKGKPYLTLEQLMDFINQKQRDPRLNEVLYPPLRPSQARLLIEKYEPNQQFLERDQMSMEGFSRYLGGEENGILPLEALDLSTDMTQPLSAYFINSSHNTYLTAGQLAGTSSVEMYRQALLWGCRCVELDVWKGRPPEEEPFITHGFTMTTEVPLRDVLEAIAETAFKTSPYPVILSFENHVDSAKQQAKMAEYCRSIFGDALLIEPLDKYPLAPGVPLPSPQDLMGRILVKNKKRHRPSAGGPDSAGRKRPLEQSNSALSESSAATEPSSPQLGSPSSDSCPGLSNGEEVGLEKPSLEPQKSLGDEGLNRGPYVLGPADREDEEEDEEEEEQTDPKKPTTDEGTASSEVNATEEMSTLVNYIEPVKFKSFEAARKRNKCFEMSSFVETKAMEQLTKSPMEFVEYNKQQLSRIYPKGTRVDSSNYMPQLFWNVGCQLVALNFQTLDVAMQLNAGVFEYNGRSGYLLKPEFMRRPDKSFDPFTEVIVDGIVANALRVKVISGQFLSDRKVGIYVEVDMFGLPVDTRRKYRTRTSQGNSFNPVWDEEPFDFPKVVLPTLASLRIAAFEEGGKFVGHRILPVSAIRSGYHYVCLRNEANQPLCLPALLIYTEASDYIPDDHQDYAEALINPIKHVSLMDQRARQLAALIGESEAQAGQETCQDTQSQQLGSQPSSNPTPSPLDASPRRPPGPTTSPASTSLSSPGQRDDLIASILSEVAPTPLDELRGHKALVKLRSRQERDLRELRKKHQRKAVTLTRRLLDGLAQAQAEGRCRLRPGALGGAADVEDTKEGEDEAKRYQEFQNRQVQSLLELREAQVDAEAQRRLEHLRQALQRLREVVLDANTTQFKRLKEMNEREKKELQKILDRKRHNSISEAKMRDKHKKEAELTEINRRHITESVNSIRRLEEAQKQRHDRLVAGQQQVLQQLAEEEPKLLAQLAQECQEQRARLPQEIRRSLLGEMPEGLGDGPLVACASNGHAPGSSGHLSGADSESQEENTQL
ADAM17 inh: inhibits human ADAM17 | AID 720648 | recombinant ADAM17, EDANS/DABCYL FRET peptide cleavage | 0.83% of 370,000 active | inhibition, % at 6.95 µM;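 active = inhibition above the mean of compounds lying between control limits plus 3 SD, set per campaign, cut at about 8.5% in these data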;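 note: 0% = DMSO-only wells as the low control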
KLK7 zymogen act: activators of human kallikrein-7 zymogen | P49862 | purified proKLK7, EDANS-DABCYL substrate fluorescence; 100% is mature enzyme control, 0% vehicle | activation, % at 7 µM | 0.9% of 370,000 active | AID 652039;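 active = activation above the mean of all tested compounds plus 3 SD, computed per campaign excluding outliers beyond control limits, cut at about 13% in these data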
ASAP1 inh: inhibitors of human ASAP1 ArfGAP activity | ASAP1-stimulated ARF1 GTP hydrolysis, GDP FP detection | inhibition, % at 16.5 µM | 0.19% of 360,000 active | AID 624377; in the data active = inhibition above about 25%;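 note: 0% = vehicle with enzyme and substrate and 100% = no enzyme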
Tn6 DDE FP: disrupts Tn6 cyclic peptide binding to fibrin D-Dimer-E complex | P02675 | Fibrin DD(E) TRITC-Tn6 fluorescence polarization displacement | inhibition, % at 8.3 µM | 0.21% of 370,000 active | AID 720509;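 active = inhibition above a per-campaign cutoff: mean of compounds within control limits plus 3 SD, cut at about 15% in these data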;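 note: 0% = median of all compound wells on the plate and 100% = blocking peptide control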
ARFGAP1 inhibitor: inhibitors of rat ARFGAP1. Q62848. Arfgap1-stimulated ARF1 GTP hydrolysis, GDP FP detection. inhibition, % at 16.5 µM. 0.26% of 360,000 active;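 active = inhibition above a per-plate limit, mean inhibition of low control wells plus 3 SD, cut at about 25% in these data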;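 note: 0% = DMSO wells with enzyme and 100% = wells lacking Arfgap1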
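Repeats: one replicate per compound; assay system: rat Arfgap1 catalytic domain, aa 1-136; times: enzyme reaction 120 min at 25 °C after 20 min preincubation; detection: FP of antibody-bound GDP Alexa 633 tracer, ex 620/em 688 nm; benchmarks: high control wells lacking Arfgap1, low control full reaction with DMSO; reagent: human ARF1(Δ1-17)-GTP substrate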
PLC-gamma1 inh: inhibitors of human phospholipase C gamma1. AID 720700. purified PLC-gamma1, fluorogenic substrate, fluorescence. P19174. 0.84% of 370,000 active. inhibition, % at 12.2 µM; in the data active = inhibition above about 9.5%
UHRF1 MBD2 ctr: blocks human UHRF1 binding to methylated DNA; UHRF1 binding to methylated oligo, TR-FRET; 0.75% of 370,000 active; Q96T88; inhibition, % at 4.4 µM; in the data active = inhibition above about 21%;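 note: UHRF1 SRA domain binding a hemimethylated CpG hairpin DNA probe; 0% = median of test compound wells and 100% = reference inhibitor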
MBD2 DNA inh: inhibitors of human MBD2 binding to methylated oligonucleotide. Q9UBB5. TR-FRET. inhibition, % at 4.4 µM. 0.31% of 370,000 active; in the data active = inhibition above about 13%
Starred values were filed as active, the others as inactive; / = no result given.

SMILES	DDE Tn7 FP inh	PLC-beta3 inh	ADAM17 inh	KLK7 zymogen act	ASAP1 inh	Tn6 DDE FP	ARFGAP1 inhibitor	PLC-gamma1 inh	UHRF1 MBD2 ctr	MBD2 DNA inh
CN(C)c1cc(-c2ccc(F)cc2)oc(=O)c1Cl	-1	-6	-4	-0.4	1	-6	4	2	-3	-8
Cc1cc(C)c(C#N)c(SCSCc2ccccc2)n1	-6	-1	4	0.9	3	-4	4	1	-1	-4
Cc1sc2ncnc(Sc3ccccc3C(=O)O)c2c1C	2	-3	-1	-0.1	-10	4	4	1	-1	2
CCCCC(=O)c1ccc(O)cc1	-4	1	-1	0.6	-2	-7	-2	1	-4	0
Cc1cc2cc3c(cc2nc1SCc1ccc(C(=O)O)cc1)OCCO3	3	0	-5	-0.3	-17	5	-12	-5	3	5
CCCCCCCNC(=O)C1(CC2CC(c3ccc(Cl)cc3)=NO2)CCN(C(=O)c2ccccc2)CC1 (stereo unspecified)	-3	3	-3	-0.2	6	-6	-12	0	0	4
Cc1ccc(S(=O)(=O)C[C@@H]2OC[C@H](C(C)C)N2S(=O)(=O)c2ccc(C)cc2)cc1	-1	2	4	0.6	-6	4	-3	1	1	0
CC(C)(C)N(CC(=O)NC1CCCCC1)C(=O)CS(=O)CC(=O)Nc1ccc(F)cc1 (stereo unspecified)	2	-3	-3	-1.3	14	14	9	-2	-2	7
COc1ccc(/C=N/NC(=O)c2cccnc2)cc1COc1ccc([N+](=O)[O-])c(C)c1	-1	-7	2	0.2	11	-16	9	-1	-3	-4
O=C(Cc1nnc(NC(=O)Nc2ccc(Cl)cc2)s1)NCc1ccccc1	8	-1	-2	-0.5	0	-2	-2	1	-1	2
Cc1ccc(NC(=O)c2cc(NC(=O)CCCC(=O)O)ccc2Cl)cc1Cl	-1	-1	-3	0.3	3	-5	2	-1	6	0
Cc1ccc(-n2ncc3c(NCc4ccco4)ncnc32)c(C)c1	5	4	-1	0.7	2	2	7	-1	-3	1
COc1ccccc1N1CCN(CCN2C(=O)CC3(CCCC3)CC2=O)CC1	-4	0	0	0.2	-1	8	-3	2	2	-2
CC1(C)NC(=O)N(CC(O)CN2C(=O)NC(C)(C)C2=O)C1=O	1	3	2	0.6	5	0	-7	2	-1	-5
COC(=O)[C@]12C[C@H](CC(=O)N3CCOCC3)C(=O)N(Cc3ccc4c(c3)OCO4)C1=C[C@H](C(C)C)O[C@@H]2C1CC1	-1	2	-5	0.3	/	-2	/	0	1	1
CCN(CC)C(=O)CSc1nnc(-c2ccccn2)n1C	1	-3	-4	0.6	/	6	/	0	3	6
CS(=O)(=O)Nc1ccc(C2=NN(S(C)(=O)=O)C(c3cccs3)C2)cc1 (stereo unspecified)	-11	-20	-135	-11	2	0	7	-21	-2	3
Cc1ccc(NC(=O)N2CCC(NC(=O)C(C)(C)C)CC2)cc1	-8	0	-4	-0.2	7	-9	10	8	2	2
C#CCNC(=O)C1=C[C@H](c2ccc(C(F)(F)F)cc2)[C@@H](CCCO)[C@H](OCC)O1	3	-1	-3	0.1	6	-7	6	2	1	5
COc1ccc(OC)c(N2CC(O)(c3cccs3)[N+]3=C2SCCC3)c1 (stereo unspecified)	-1	3	-1	0.3	-4	-6	6	3	12	-2
COc1cc(Br)cc(C=Nc2cccc(C(F)(F)F)c2)c1O	-7	-50	-1	-1.9	1	4	-3	-45	1	1
COC(=O)c1c(C(=O)OC)c2n(c1C)CCS2	7	-5	-3	0.9	-6	7	1	1	0	1
COc1ccc(OCC(=O)NNC(=O)c2c(-c3ccccc3Cl)noc2C)cc1	-1	-7	-2	0.3	-3	-1	-1	-1	-2	-2
CC(C)c1ccc(/C=C2\SC(N3CCOCC3)=NC2=O)cc1	0	-4	-3	-0.4	-11	-2	-7	3	0	4
CCCc1nc2sc3c(c2c(=O)[nH]1)CCCC3	-4	-2	-2	0.3	2	2	12	2	-3	0
Cc1cc(=O)oc2n[nH]c(-c3ccccc3)c12	-8	-25	-22	1.0	-5	5	-4	-22	-4	-5
Cc1ccc(Cn2c(C)c(C(=O)NCc3cccc(C(F)(F)F)c3)sc2=O)cc1	4	7	-1	0.1	-3	-3	-7	0	-1	-2
CC(=O)NC(Cc1ccc(F)c(F)c1)C(=O)NC1CCN(S(=O)(=O)c2ccc(C)cc2)CC1 (stereo unspecified)	-7	-1	1	-0.3	-1	2	2	2	0	-2
Cc1cccc(NC(=S)N2CCC(C(=O)c3ccc(F)cc3)CC2)c1C	1	4	-1	-0.1	13	2	4	0	1	1
CSc1nc(O)c(C(c2ccc(O)cc2)c2c(O)nc(SC)[nH]c2=O)c(=O)[nH]1	0	-2	-1	-0.1	6	6	9	0	1	-4
C/C(=C\C(=O)c1ccc(Br)cc1)N1CCCCC1	4	1	0	-0.1	13	-3	12	-2	0	-5
CCCCN(C=O)c1c(CC)nc2ccc(C(=O)N(C)Cc3ccccc3)cn12	-2	-14	-6	0.3	1	8	-14	-8	2	-3
Cc1cc(C(=O)NNC(=O)CN2C(=O)NC(C)(c3ccccc3)C2=O)c(C)o1 (stereo unspecified)	12	-5	-7	-1.0	-8	-3	-5	-2	3	2
COc1cc(NC(=O)NC2CCCCN(Cc3ccc(Cl)cc3)C2=O)cc(OC)c1 (stereo unspecified)	13	1	-5	0.0	/	1	/	-1	1	0
CCOc1ccc(CC(C(N)=O)C(N)=O)cc1CN(C)C	-4	7	2	0.7	7	-7	-1	0	0	0
CCOc1nc(NC(=O)NS(=O)(=O)Oc2cccc(Cl)c2)nc(-c2ccccc2)n1	-3	3	1	-0.2	-5	7	2	1	-5	2
O=C(CN(CCc1ccccc1)S(=O)(=O)c1cccs1)N1CCOCC1	2	-1	-2	0.0	/	-1	/	-3	2	1
CCOC(=O)CSc1ccc(S(=O)(=O)N2CCCCC2)cc1[N+](=O)[O-]	3	-2	-5	-0.6	8	-5	5	2	4	4
COCCNC(=O)CSc1nc2ccccc2c(=O)n1CC1CCCO1 (stereo unspecified)	3	-1	-2	0.4	9	7	-10	1	3	5
COC(=O)c1ccc(C(=O)OC)c(NC(=O)CN2CCCCC2)c1	0	-4	-2	0.3	0	2	12	-4	5	3
CC(=O)Nc1nnc(SCc2cccc(F)c2)s1	-13	1	1	-0.1	3	7	16	3	-1	2
O=C(Oc1ccc(C(=S)N2CCOCC2)cc1)c1ccc([N+](=O)[O-])cc1	2	-2	-6	-0.9	-6	3	-2	1	-1	-3
CCOc1ccc(/C=N/n2nnnc2N)cc1O	2	-72	-19	0.1	-11	3	5	-53	-2	-7
Cc1nn(-c2ccccc2)c(N)c1N=Nc1ccc(Cl)cc1	1	2	5	0.9	6	-6	2	4	-6	4
Cc1ccc(-c2c[n+](CC(=O)Nc3ccccc3)c3n2CCC3)cc1	3	-3	-5	0.6	7	3	-9	0	-1	1
O=C(Nc1ccccc1N1CCN(c2ccccc2)CC1)c1ccccc1F	0	0	-4	-0.5	3	-4	-12	1	-3	-2
COc1ccc(-n2nc3c(N4CCC(C(=O)NCC(C)c5ccccc5)CC4)nnc(C)c3c2C)cc1 (stereo unspecified)	0	-102	-21	-4.3	5	-3	-4	-65	3	-5
COC(=O)Nc1ccc(S(=O)(=O)N2CCCC(C(=O)N3CCCCCC3)C2)cc1 (stereo unspecified)	-2	-1	1	0.0	-3	4	2	1	2	-2
COC(=O)Nc1ccc(S(=O)(=O)Nc2ccccc2F)cc1	-2	7	0	-0.1	8	-2	7	6	4	-2
Oc1ccc(N2CCN(Cc3nc4ccccc4[nH]3)CC2)cc1	-5	-7	-1	0.3	-2	1	-4	1	0	1
Fc1ccccc1-c1n[nH]c(=S)n1C1CC1	-7	1	0	0.0	-3	0	-9	4	-1	-2
COc1ccc(C(=O)NCCS(=O)(=O)NC2CCCC2)cc1	8	-6	2	0.3	3	9	-15	0	-3	-6
COc1ccc(C2=NN(C(=O)c3ccccc3)C(c3cccc([N+](=O)[O-])c3)C2)cc1 (stereo unspecified)	-2	-4	-1	-0.3	-5	-1	0	2	1	-3
Cc1c(C(=O)NCCSCc2cccc(C(F)(F)F)c2)cnn1-c1ccc(F)cc1	5	-8	1	0.6	12	-1	-3	-4	-2	-1
